ASM inhibitor – Inhibitors of Secretory Acid Sphingomyelinase (S-ASM): qHTS. Sphingomyelin phosphodiesterase (Homo sapiens), P17405. placental ASM, HMU-PC fluorogenic substrate, 60 min. Potency, µM (highest dose often 57.5 µM), for the others: at the top dose activity change, negative = inhibition, most hits filed as inhibitors. hit rate 0.006% among 340,000; note: potency is the fitted concentration of half-maximal effect
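Steps: dispense placental human ASM, pin compound, wait 10 min at room temperature, add HMU-PC0 substrate at 9 uM final, incubate 60 min at 37 °C, add stop solution raising pH to 10, read fluorescence.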
GALK inh – qHTS Assay for Inhibitors of Human Galactokinase (GALK) | AID 1868, 2009 | Potency, µM (highest dose often 57.5 µM), inactives show at the top dose activity change, negative = inhibition, actives largely listed as inhibitors | hit rate 0.007% among 270,000 | Purified GALK, Kinase-Glo residual ATP luminescence; note: potency is the fitted concentration of half-maximal effect; % is set by controls: 0 for no effect and ±100 for the full control effect
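GALK at 5 nM final was combined with compound, 35 uM ATP and 100 uM galactose in HEPES pH8.0 with MgCl2 and DTT. The reaction ran one hour at room temperature before luminescent ATP detection.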
MBNL1 CUG block – qHTS Assay for Inhibitors of MBNL1-poly(CUG) RNA binding. hit rate 0.036% among 280,000. TR-FRET MBNL1-His/biotin-(CUG)12 binding, 665/545 ratio. Muscleblind-like protein 1 (Homo sapiens), Q9NR56. Potency, µM (titrated, usually from 57.5 µM), for the others: at the top dose activity change, negative = inhibition, usual class: inhibitors; active = well fitted inhibition curve with a large enough effect in the signal ratio, with a control signal flat, not every such curve was filed as active; inconclusive = small, poorly fitted or top-dose-only effect, or effect the other way, or a change in a side signal; inactive = no such curve, though single readings can be large or run the other way; the % refers to the signal ratio; note: potency is the fitted concentration of half-maximal effect; % is set by controls: 0 for no effect and ±100 for the full control effect
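Compounds (final 92 nM to 58 uM) are added to His-tagged MBNL1 and biotin-(CUG)12, then terbium anti-His antibody and streptavidin-XL665 (5 nM final). After 60 min at room temperature, the 665/545 nm ratio is read.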
a7 integrin act – qHTS for Activators of Integrin-Mediated Alleviation for Muscular Dystrophy; Potency, µM (titrated, usually from 38.3 µM), inactives show at the top dose activation, usual class: activators; hit rate 0.064% among 350,000; alpha7betagal myoblasts, beta-gal FDG fluorescence, 48 h;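 note: potency is the fitted concentration of half-maximal effect; 100% = response of the positive control SU9516; nearly all actives have a fitted effect of over 60% in size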
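alpha7betagal+/- myoblasts (passage 13, 250/well) treated 48 h at 37C with compounds at 1:260 dilution of DMSO stock. Lysed, then beta-galactosidase activity read as FDG fluorescence (ex 480/em 540) after 30 min, with pre-read for autofluorescence.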
TRPV1 agonist – HTS Assay for Compounds that Act as Agonists of the Vanilloid Receptor 1 | Transient receptor potential cation channel subfamily V member 1 (Homo sapiens), Q8NER1 | TRPV1-expressing cells, Fluo-8 calcium influx, agonist mode | AID 540275, 2011 | hit rate 0.19% among 320,000 | activation, % at 8.33 µM; in the data active = activation above about 80%; inconclusive = between about 30% and that limit; note: 0% is about no effect
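Fluo-8 calcium influx in TRPV1-expressing cells, kinetic read (ex 480/em 520 nm). Compound added and read 3 min for agonist activity, followed by capsaicin at EC20 final and 2 min further read for enhancement.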
A-T KAP1 phos – qHTS Assay for Identifying a Potential Treatment of Ataxia-Telangiectasia. […] A-T fibroblasts, KAP-1 phosphorylation AlphaLISA; neocarzinostatin DNA damage 30 min before lysis. Potency, µM (titrated, usually from 57.5 µM), for inactives: at the highest dose activation, most hits filed as activators. hit rate 0.19% among 320,000. AID 485349, 2010; note: potency is the fitted concentration of half-maximal effect; % of control where 0% means no effect; nearly all actives have a fitted effect of over 45% in size
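hTERT-immortalized A-T patient fibroblasts ([…]), 500 cells/well in OPTI-MEM, 1% FBS, got compounds for 60 min, then NCS for 30 min at 37C. Lysates were then assayed for phospho-KAP-1 by AlphaLISA (anti-pKAP1 donor, anti-KAP1 acceptor beads), 6 hr at 25C.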
CXXC DNA block – qHTS Fluorescence Polarization Assay for Inhibitors of MLL CXXC domain - DNA interaction; Histone-lysine N-methyltransferase 2A (Homo sapiens), Q03164; MLL-CXXC / FITC-HOXA9 DNA fluorescence polarization; Potency, µM (doses to about 115 µM), inactives show top-dose activity change, negative = inhibition, most hits filed as inhibitors; hit rate 0.037% among 290,000; active = well fitted inhibition curve with a large enough effect in the polarisation, with a control signal flat, not every such curve was filed as active; inconclusive = small, poorly fitted or top-dose-only effect, or effect the other way, or a change in a side signal; inactive = no such curve, though single readings can be large or run the other way; the % refers to the polarisation; note: potency is the fitted concentration of half-maximal effect
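Steps: dispense CXXC domain solution (7 uM) → pin compounds or unlabeled HOX-A9 DNA control → 5 min ambient → add FLSN-HOX-A9 solution (50 nM) → spin → 30 min ambient → fluorescence polarization. Tris pH 7.5/NaCl/DTT/BSA buffer.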
FBPA coupling cs – qHTS Assay for Inhibitors of Fructose-1,6-bisphosphate Aldolase from Giardia Lamblia: Coupling assay counterscreen. coupling enzyme system counterscreen, AmpLite Red fluorescence. activity change, negative = inhibition, % at 58.2 µM, hits read low. hit rate 0.67% among 290,000; in the data active = activity change below about -30%; note: % is set by controls: 0 for no effect and ±100 for the full control effect
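Counterscreen of the coupled detection system alone, without aldolase: glyceraldehyde-3-phosphate coupling enzymes plus AmpLite Red readout. Compounds at 57.5 uM final, 10 min RT preincubation, 20 min RT reaction, fluorescence 525/598 nm.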
KCNH2 WT inh – qHTS for Inhibitors of KCHN2 3.1: Wildtype qHTS. hit rate 0.37% among 340,000. activity change, % at 1.84 µM. U2OS, BacMam KCNH2, thallium flux FluxOr; stronger effect = lower value;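 active = maximum activity change below -70%; inconclusive = maximum activity change between -70% and -50%; inactive = maximum activity change above -50%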; note: % is set by controls: 0 for no effect and ±100 for the full control effect
Target sequence (Q12809 whole entry, looked up): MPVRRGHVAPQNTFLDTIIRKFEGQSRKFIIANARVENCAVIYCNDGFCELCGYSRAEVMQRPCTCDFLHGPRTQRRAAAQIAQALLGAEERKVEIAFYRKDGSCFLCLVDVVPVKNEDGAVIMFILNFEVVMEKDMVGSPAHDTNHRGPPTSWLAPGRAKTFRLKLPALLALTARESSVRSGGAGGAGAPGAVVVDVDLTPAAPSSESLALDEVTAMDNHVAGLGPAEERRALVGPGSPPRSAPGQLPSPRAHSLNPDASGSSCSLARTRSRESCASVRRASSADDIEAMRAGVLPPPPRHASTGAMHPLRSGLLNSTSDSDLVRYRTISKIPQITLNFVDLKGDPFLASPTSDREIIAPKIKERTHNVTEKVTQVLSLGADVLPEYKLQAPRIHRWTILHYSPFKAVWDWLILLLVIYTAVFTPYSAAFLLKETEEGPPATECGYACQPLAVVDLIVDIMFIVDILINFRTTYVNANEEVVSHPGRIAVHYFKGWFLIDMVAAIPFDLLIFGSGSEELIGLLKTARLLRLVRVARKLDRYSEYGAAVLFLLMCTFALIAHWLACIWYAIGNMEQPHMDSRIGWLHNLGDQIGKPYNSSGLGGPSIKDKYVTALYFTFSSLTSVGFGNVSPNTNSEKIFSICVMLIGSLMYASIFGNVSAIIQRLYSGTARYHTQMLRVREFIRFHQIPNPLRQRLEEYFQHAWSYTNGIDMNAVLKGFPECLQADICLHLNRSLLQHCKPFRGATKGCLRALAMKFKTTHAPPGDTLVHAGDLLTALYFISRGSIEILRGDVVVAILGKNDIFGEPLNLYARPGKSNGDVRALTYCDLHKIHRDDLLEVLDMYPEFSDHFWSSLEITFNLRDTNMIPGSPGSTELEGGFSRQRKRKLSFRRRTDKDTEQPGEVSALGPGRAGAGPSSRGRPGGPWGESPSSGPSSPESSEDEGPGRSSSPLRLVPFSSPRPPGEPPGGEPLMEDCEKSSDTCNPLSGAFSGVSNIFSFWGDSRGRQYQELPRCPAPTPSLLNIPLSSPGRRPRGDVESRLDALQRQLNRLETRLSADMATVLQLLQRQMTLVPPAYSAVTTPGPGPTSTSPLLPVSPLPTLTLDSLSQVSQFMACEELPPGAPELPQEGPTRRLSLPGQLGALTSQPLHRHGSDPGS
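U2OS cells transduced with wild-type KCNH2 virus are loaded with FluxOr dye for 45 min, and thallium flux is measured in kinetic reads before and after stimulation buffer. Rate constants are normalized to DMSO controls.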
KCNH2 3.1 block – qHTS for Inhibitors of KCHN2 3.1: Mutant qHTS; AID 720553, 2013; activity change, % (tested at about 1.8 µM); hit rate 0.95% among 340,000; Potassium voltage-gated channel subfamily H member 2, brain isoform KCNH2 3.1 (human); U2OS KCNH2 3.1, thallium flux FluxOr; stronger effect = lower value;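 active = maximum activity change below -70%; inconclusive = maximum activity change from -70% to -50%; inactive = maximum activity change above -50%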;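 note: thallium influx rate constant from kinetic fluorescence after stimulation buffer; % is set by controls: 0 for no effect and ±100 for the full control effect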
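Steps: virus added to U2OS suspension (4 h, RT, dark); medium with 10% FBS added, cells plated, 37 C overnight; FluxOr/Red40 loading buffer 45 min RT; stimulation buffer, 2 min kinetic read; rate constant normalized.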
Active calls of the source: *; ? = inconclusive; . = no result given; [ ] = another dose, or the depositor's remark. Unless noted, calls come from the whole dose curve; as a rule, active = well fitted curve in the direction sought with a large enough effect; inconclusive = small, poorly fitted or top-dose-only effect, or another doubt; inactive = no such curve, though single readings can be large; an effect the other way counts as inactive or inconclusive. The order is random; any-hit rate near 2%.

canonical_smiles	TRPV1 agonist	FBPA coupling cs	KCNH2 3.1 block	ASM inhibitor	GALK inh	a7 integrin act	CXXC DNA block	A-T KAP1 phos	MBNL1 CUG block	KCNH2 WT inh
COc1cccc(CN2CC(C(=O)N3CCCCCCC3)CCC2=O)c1 (configuration not stated)	-8	.	0	-1%	0%	27%	44%[activator]	-2%	-3%	-6
Cc1ccccc1C(=O)N1CCCC(N2CCN(Cc3ccc4c(c3)OCO4)CC2)C1 (configuration not stated)	-5	.	5	6%	3%	-7%	-11%	-7%	-7%	4
Cc1ccccc1-n1nnnc1SCC(=O)c1c(N)n(C)c(=O)n(C)c1=O	3	0	0	0%	.	0%	13%	1%	7%	6
CCOC(=O)C1=C(C)NC(=S)NC1c1ccc(-c2ccc(Cl)cc2)o1 (configuration not stated)	-7	3	0	-11%	2%	-21%	?	3%	15%	0
CCCCCCCCc1nnc(NC(=O)c2ccco2)s1	0	7	-26	-10%	0%	-7%	-5%	-2%	3%	-10
CC1(C)CC(=O)C2=C(C1)OC(N)=C(C#N)C2c1ccc(OC(=O)N2CCOCC2)cc1 (configuration not stated)	-2	0	4	-2%	1%	-3%[7.66 µM]	-5%	9%	-1%	3
CC(C)(C)c1cc(=O)[nH]c(SCc2ccccc2Cl)n1	1	4	1	0%	3%	22%	11%	-3%	3%	5
Cc1nnc(NC(=O)CCn2c(=O)oc3ccc(Cl)cc32)s1	1	0	-1	-1%	2%	9%	5%	4%	2%	-1
c1ccc(Nc2cccc3c(Nc4ccccc4)cccc23)cc1	27	-18	10	.	-1%	0%	1%	-11%	4%	1
CC1=C(C(=O)OCc2ccccc2)C(c2ccccc2[N+](=O)[O-])NC(=O)N1C (configuration not stated)	5	-3	4	4%	-1%	-9%	18%	7%	10%	4
CCc1noc(C)c1C(=O)Nc1ccc(Cl)c(S(=O)(=O)N2CCCCC2)c1	4	.	3	-3%	.	6%	.	-9%	.	1
CCn1c(CNC(=O)c2cccs2)n[nH]c1=S	1	-2	-19	3%	2%	-3%	-3%	26%	-19%	0
N#Cc1ccc(CSCC(=O)NN=C2CCCC2)cc1	-3	-1	22	3%	-1%	12%	-2%	0%	-5%	2
COc1cccc(CCNC(=O)c2ccc(C#N)cc2)c1	?	0	.	5%	2%	22%	-5%	5%	5%	-2
Cc1c(C(=O)Nc2cccc(S(=O)(=O)N3CCOCC3)c2)oc2ccc(Br)cc12	.	.	3	-13%	.	5%	.	1%	.	-21
COc1cc(C2SCC(=O)N2CCc2ccc(OC)c(OC)c2)ccc1O (configuration not stated)	3	-2	9	2%	2%	11%	-17%	-3%	-9%	-8
COC(=O)N/N=C/c1ccc(-c2ccccc2Cl)o1	4	0	2	-2%	3%	-14%	-10%	0%	?	2
CCC(CC)C(=O)Nc1ccc([N+](=O)[O-])cn1	-2	-3	-2	0%	0%	-3%	-1%	2%	?	13
CCc1nc2c(sc3nc(N4CCOCC4)c4c(c32)CC(C)(C)OC4)c(=O)o1	-1	-2	.	.	-1%	.	4%	3%	5%	.
COc1ccc(-c2nnc(SCC(=O)Nc3cccnc3Cl)n2C)cc1	-5	.	-5	3%	.	3%	.	3%	.	28
COc1cc(C)nc(N2CCCC(C(=O)Nc3cccc(Cl)c3Cl)C2)n1 (configuration not stated)	4	1	-19	-1%	-2%	-9%	16%	3%	0%	10
O=C(CSc1nc(-c2ccco2)cc(C(F)(F)F)n1)N1CCSCC1	3	1	-6	-1%	-2%	20%	1%	.	?	9
CCCN1C(=O)SC(CC(=O)Nc2ccc(C)cc2)C1=O (configuration not stated)	?	1	-1	0%	0%	0%	5%	4%	-4%	-6
NCCCC[C@@H]1NC(=O)c2cc([N+](=O)[O-])cc(F)c2NCCCC[C@@H](C(N)=O)NC(=O)CNC1=O	-2	-3	-17	-2%	.	-15%	14%	-7%	?	-2
O=C(CCNC(=O)c1ccc(Cl)cc1)Nc1nc2ccccc2[nH]1	.	.	9	4%	.	-4%	.	-1%	.	1
Cc1ccc(S(=O)(=O)N2CCN(C(=O)COC(=O)c3nc(Cl)ccc3Cl)CC2)c(C)c1	.	.	9	-3%	.	16%	.	.	.	12
COc1cccc(CNC(=O)C(=O)NCCC2CCCCN2S(=O)(=O)c2ccc(C)cc2)c1 (configuration not stated)	12	.	-8	2%	.	-15%	.	21%	.	22
COc1ccc(Cl)cc1C(=O)Nn1cnnc1	0	0	-12	-1%	-1%	?	1%	3%	-2%	1
O=C1CC(Cc2ccc(Cl)cc2)C(=O)N1c1ccccn1 (configuration not stated)	1	0	14	4%	0%	18%	1%	-5%	1%	-1
O=C(NCc1ccco1)c1cccc(Br)c1	-2	2	6	-2%	-2%	5%	1%	8%	0%	0

One compound at a time (already shown).
O=C1CC(Cc2ccc(Cl)cc2)C(=O)N1c1ccccn1 (configuration not stated) in the list: TRPV1 agonist = 1; FBPA coupling cs = 0; KCNH2 3.1 block = 14; ASM inhibitor = 4%; GALK inh = 0%; a7 integrin act = 18%; CXXC DNA block = 1%; A-T KAP1 phos = -5%; MBNL1 CUG block = 1%; KCNH2 WT inh = -1
COc1ccc(-c2nnc(SCC(=O)Nc3cccnc3Cl)n2C)cc1 in the list: TRPV1 agonist = -5; FBPA coupling cs = .; KCNH2 3.1 block = -5; ASM inhibitor = 3%; GALK inh = .; a7 integrin act = 3%; CXXC DNA block = .; A-T KAP1 phos = 3%; MBNL1 CUG block = .; KCNH2 WT inh = 28
O=C(CSc1nc(-c2ccco2)cc(C(F)(F)F)n1)N1CCSCC1 in the list: TRPV1 agonist = 3; FBPA coupling cs = 1; KCNH2 3.1 block = -6; ASM inhibitor = -1%; GALK inh = -2%; a7 integrin act = 20%; CXXC DNA block = 1%; A-T KAP1 phos = .; MBNL1 CUG block = ?; KCNH2 WT inh = 9

Going on with the list:
canonical_smiles	TRPV1 agonist	FBPA coupling cs	KCNH2 3.1 block	ASM inhibitor	GALK inh	a7 integrin act	CXXC DNA block	A-T KAP1 phos	MBNL1 CUG block	KCNH2 WT inh
CCc1nc2ccccc2n1CC(O)COc1ccc(NC(C)=O)cc1 (configuration not stated)	1	2	8	3%	2%	-17%	-10%	-6%	-11%	3
CC(=O)C[C@H]1c2ccccc2S(=O)(=O)N1C1CCCCC1	.	.	-3	5%	.	-9%	.	.	.	3
CC(C)Cn1c(SCC#N)nc2ccccc2c1=O	?	1	0	-1%	0%	3%	-5%	7%	-3%	-3
O=C(C1CCN(S(=O)(=O)c2cccc3cccnc23)CC1)N1CCN(Cc2ccccc2)CC1	.	.	5	7%	.	-23%	.	.	.	2
CC(NC(=O)Cc1ccsc1)c1ccc(S(N)(=O)=O)cc1 (configuration not stated)	-1	0	5	3%	3%	-4%	-5%	4%	4%	-3
Cc1cc(C)nc(NC2=NCCN2C(=S)Nc2c(C)cccc2C)n1	-1	6	12	2%	3%	?	-1%	-7%	-8%	0
O=C(c1ccco1)N1CCN(C(=O)c2cc3cc([N+](=O)[O-])ccc3oc2=O)CC1	-1	-7	-7	-4%	-1%	-56%[inhibitor]	15%	5%	?	20
